# Screening data from PubChem.
# ASM inhibitor: Inhibitors of Secretory Acid Sphingomyelinase (S-ASM): qHTS; Sphingomyelin phosphodiesterase (Homo sapiens), P17405; placental ASM, HMU-PC fluorogenic substrate, 60 min; Potency, µM (titrated, usually from 57.5 µM), inactives show at the highest dose activity change, negative = inhibition, usual class: inhibitors; hit rate 0.006% among 340,000; AID 504937, 2011; note: potency is the fitted concentration of half-maximal effect
#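 Human placenta-derived ASM enzyme was preincubated with compound for 10 minutes at room temperature, then given fluorogenic substrate HMU-PC0 (9 uM final) for 60 minutes at 37 °C; a pH 10 stop preceded fluorescence reading at Ex 386/Em 447 nm.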
# Menin-MLL TR inh: qHTS Assay for Inhibitors Targeting the Menin-MLL Interaction in MLL Related Leukemias: Competition With Texas Red Labeled MLL-derived Mutant Peptide; O00255; Menin + Texas Red MLL mutant peptide, fluorescence polarization; Potency, µM (titrated, usually from 61.6 µM), for inactives: at the highest dose FP activity change, negative = inhibition, most hits filed as inhibitors; hit rate 0.23% among 270,000; AID 1768, 2009; active = well fitted inhibition curve with a large enough effect in the polarisation, with a control signal flat, not every such curve was filed as active; inconclusive = small, poorly fitted or top-dose-only effect, or effect the other way, or a change in a side signal; inactive = no such curve, though single readings can be large or run the other way; the % refers to the polarisation; note: potency is the fitted concentration of half-maximal effect; % of control where 0% means no effect; many of its hits are not listed in these tables
# CXXC DNA block: qHTS Fluorescence Polarization Assay for Inhibitors of MLL CXXC domain - DNA interaction | Histone-lysine N-methyltransferase 2A (Homo sapiens), Q03164 | MLL-CXXC / FITC-HOXA9 DNA fluorescence polarization | Potency, µM (highest dose often 115 µM), for the others: top-dose activity change, negative = inhibition, usual class: inhibitors | hit rate 0.037% among 290,000 | AID 2662, 2010; active = well fitted inhibition curve with a large enough effect in the polarisation, with a control signal flat, not every such curve was filed as active; inconclusive = small, poorly fitted or top-dose-only effect, or effect the other way, or a change in a side signal; inactive = no such curve, though single readings can be large or run the other way; the % refers to the polarisation; note: potency is the fitted concentration of half-maximal effect
# Target sequence (Q03164 whole entry, looked up, the tested form may be a part): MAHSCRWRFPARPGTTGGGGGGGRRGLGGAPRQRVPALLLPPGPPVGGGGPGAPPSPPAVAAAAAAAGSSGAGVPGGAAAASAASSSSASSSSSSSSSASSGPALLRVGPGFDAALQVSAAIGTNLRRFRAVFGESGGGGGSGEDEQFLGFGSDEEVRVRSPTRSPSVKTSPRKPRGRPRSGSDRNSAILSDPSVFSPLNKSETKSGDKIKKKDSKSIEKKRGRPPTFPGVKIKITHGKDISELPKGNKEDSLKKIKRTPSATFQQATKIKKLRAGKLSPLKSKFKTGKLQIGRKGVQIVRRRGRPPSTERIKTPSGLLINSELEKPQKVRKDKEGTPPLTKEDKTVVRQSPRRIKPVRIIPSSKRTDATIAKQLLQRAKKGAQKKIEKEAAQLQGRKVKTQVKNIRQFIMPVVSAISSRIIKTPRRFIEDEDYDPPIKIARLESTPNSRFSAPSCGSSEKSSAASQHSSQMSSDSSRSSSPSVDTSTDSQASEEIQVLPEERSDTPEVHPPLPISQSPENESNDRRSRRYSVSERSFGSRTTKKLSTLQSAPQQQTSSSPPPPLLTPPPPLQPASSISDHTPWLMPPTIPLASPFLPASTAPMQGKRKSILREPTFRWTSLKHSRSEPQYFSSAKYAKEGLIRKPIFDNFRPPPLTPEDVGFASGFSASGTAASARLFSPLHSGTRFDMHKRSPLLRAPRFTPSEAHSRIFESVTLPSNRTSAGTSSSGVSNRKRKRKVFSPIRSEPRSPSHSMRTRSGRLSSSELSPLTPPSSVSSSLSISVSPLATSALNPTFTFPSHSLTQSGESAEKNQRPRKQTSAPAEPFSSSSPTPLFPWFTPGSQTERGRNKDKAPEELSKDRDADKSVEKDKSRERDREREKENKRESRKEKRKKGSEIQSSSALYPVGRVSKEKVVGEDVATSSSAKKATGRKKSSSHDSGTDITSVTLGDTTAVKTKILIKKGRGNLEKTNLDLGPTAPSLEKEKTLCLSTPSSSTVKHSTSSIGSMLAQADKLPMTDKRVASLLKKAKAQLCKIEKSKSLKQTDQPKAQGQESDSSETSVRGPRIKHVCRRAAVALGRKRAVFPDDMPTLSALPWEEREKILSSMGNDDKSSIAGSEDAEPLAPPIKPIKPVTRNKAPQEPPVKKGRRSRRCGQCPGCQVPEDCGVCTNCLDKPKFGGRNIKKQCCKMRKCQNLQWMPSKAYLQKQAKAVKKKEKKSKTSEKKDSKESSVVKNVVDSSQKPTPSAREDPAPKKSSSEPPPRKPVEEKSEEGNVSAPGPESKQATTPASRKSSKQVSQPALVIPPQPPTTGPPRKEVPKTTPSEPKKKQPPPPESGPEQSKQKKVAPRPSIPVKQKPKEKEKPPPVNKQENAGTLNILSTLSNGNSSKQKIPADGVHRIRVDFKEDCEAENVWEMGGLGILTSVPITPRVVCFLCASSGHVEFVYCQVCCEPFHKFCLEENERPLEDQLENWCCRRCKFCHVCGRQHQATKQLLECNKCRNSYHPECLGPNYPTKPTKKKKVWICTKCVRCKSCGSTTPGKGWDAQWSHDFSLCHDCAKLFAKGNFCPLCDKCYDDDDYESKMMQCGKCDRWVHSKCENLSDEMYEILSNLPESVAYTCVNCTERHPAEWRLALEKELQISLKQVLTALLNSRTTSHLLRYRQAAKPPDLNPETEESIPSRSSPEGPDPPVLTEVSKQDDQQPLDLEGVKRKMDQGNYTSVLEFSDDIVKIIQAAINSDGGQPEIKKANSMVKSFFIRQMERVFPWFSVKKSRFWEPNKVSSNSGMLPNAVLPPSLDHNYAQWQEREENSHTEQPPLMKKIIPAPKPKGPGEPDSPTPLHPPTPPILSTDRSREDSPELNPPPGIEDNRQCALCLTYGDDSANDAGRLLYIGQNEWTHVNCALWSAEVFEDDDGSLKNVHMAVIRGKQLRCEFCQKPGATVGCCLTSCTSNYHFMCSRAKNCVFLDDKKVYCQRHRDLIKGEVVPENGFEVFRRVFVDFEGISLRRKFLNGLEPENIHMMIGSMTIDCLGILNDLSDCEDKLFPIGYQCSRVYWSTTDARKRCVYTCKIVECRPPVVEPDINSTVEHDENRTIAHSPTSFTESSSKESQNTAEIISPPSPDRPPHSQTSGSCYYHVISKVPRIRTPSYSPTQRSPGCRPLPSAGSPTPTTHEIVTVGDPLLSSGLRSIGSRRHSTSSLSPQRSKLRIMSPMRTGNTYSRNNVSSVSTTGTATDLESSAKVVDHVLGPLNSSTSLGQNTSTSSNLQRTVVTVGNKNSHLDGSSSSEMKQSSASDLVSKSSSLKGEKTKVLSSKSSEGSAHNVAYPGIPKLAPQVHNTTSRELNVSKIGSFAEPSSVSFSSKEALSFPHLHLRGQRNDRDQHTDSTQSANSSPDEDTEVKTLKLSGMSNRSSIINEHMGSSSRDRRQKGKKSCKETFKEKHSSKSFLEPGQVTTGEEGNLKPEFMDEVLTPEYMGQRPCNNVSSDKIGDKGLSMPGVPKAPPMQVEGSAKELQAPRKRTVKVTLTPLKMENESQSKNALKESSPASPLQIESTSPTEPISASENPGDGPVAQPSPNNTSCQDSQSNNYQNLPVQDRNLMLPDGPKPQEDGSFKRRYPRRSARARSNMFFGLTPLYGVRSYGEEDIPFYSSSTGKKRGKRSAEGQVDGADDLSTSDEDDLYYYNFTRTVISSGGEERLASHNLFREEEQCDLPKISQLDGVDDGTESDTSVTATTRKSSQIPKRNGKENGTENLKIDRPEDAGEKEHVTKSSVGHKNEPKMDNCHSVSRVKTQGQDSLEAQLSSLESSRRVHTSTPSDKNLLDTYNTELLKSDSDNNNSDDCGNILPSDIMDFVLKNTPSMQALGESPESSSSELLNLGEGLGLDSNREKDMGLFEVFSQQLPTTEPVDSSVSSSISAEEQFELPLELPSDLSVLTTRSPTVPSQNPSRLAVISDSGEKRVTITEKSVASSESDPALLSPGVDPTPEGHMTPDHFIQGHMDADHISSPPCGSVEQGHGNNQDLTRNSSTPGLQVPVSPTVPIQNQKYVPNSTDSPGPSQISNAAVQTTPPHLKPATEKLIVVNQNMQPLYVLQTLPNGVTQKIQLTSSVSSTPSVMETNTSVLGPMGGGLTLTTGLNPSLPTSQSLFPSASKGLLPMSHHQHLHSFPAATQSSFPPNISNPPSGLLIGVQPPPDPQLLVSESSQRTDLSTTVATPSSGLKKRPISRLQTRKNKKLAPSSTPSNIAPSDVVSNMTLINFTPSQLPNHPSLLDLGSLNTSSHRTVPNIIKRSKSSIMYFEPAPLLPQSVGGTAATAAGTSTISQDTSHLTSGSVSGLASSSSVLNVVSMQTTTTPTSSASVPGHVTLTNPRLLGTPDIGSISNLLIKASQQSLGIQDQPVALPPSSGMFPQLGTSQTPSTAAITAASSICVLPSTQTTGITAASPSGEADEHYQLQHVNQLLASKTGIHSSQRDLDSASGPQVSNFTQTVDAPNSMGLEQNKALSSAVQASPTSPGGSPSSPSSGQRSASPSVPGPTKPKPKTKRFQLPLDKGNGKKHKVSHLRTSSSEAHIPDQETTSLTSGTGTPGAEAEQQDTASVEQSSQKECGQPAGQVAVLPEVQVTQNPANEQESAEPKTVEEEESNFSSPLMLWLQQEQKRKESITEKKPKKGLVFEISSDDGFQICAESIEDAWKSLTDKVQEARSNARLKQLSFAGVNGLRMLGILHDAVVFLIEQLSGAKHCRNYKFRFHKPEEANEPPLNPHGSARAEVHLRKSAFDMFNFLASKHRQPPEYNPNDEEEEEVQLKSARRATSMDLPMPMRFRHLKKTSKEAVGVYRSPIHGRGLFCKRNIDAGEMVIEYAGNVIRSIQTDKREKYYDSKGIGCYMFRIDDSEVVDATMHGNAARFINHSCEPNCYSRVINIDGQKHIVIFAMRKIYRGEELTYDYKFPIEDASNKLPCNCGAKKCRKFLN
#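 Fluorescence polarization: 7 uM MLL-CXXC (stock) preincubated 5 min with compounds, then 50 nM fluorescein-HOX-A9 DNA (stock) added; 30 min ambient. Buffer 50 mM Tris-HCl pH 7.5, 50 mM NaCl, 1 mM DTT, 0.05% BSA.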
# Integrin act MD: qHTS for Activators of Integrin-Mediated Alleviation for Muscular Dystrophy; hit rate 0.064% among 350,000; Potency, µM (titrated, usually from 38.3 µM), for inactives: at the top dose activation, most hits filed as activators; alpha7betagal myoblasts, beta-gal FDG fluorescence, 48 h;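 note: potency is the fitted concentration of half-maximal effect; 100% = response of the positive control SU9516; nearly all actives have a fitted effect of over 60% in size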
#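 alpha7betagal+/- myoblasts (passage 13, 250/well) treated 48 h at 37C with compounds at 1:260 dilution of DMSO stock. Lysed, then beta-galactosidase activity read as FDG fluorescence (ex 480/em 540) after 30 min, with pre-read for autofluorescence.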
# TCR act: Activators of T cell receptors: qHTS campaign | primary human leukocytes, anti-CD3, IL-2 HTRF, 48 h | Potency, µM (top dose mostly 9.22 µM), for inactives: top-dose activation of IL-2 secretion, usual class: activators | 330,000 tested, under 10 active; note: % of control where 0% means no effect
#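 Primary human leukocytes were stimulated with a-CD3 beads plus compounds for 48 hr without co-stimulation; secreted IL-2 was quantified by HTRF using a-IL-2-K (europium cryptate) and a-IL-2-d2, excited at 320nm with acceptor emission read at 665nm.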
# MBNL1 CUG block: qHTS Assay for Inhibitors of MBNL1-poly(CUG) RNA binding; AID 2675, 2010; TR-FRET MBNL1-His/biotin-(CUG)12 binding, 665/545 ratio; Muscleblind-like protein 1 (Homo sapiens), Q9NR56; Potency, µM (titrated, usually from 57.5 µM), inactives show at the highest dose activity change, negative = inhibition, usual class: inhibitors; hit rate 0.036% among 280,000; active = well fitted inhibition curve with a large enough effect in the signal ratio, with a control signal flat, not every such curve was filed as active; inconclusive = small, poorly fitted or top-dose-only effect, or effect the other way, or a change in a side signal; inactive = no such curve, though single readings can be large or run the other way; the % refers to the signal ratio; note: potency is the fitted concentration of half-maximal effect; % is set by controls: 0 for no effect and ±100 for the full control effect
#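 Ratiometric TR-FRET (665 over 545 nm, excitation 340 nm) tracks disruption of MBNL1-His/biotin-(CUG)12 complex after 60 min at room temperature, with compounds at 92 nM to 58 uM final.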
# AT treatment: qHTS Assay for Identifying a Potential Treatment of Ataxia-Telangiectasia | hit rate 0.19% among 320,000 | Potency, µM (doses to about 57.5 µM), without a hit: at the top dose activation, most hits filed as activators | […] A-T fibroblasts, KAP-1 phosphorylation AlphaLISA; neocarzinostatin DNA damage 30 min before lysis; note: potency is the fitted concentration of half-maximal effect; % of control where 0% means no effect; nearly all actives have a fitted effect of over 45% in size
#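 hTERT-immortalized A-T patient fibroblasts ([…]), 500 cells/well in OPTI-MEM, 1% FBS, got compounds for 60 min, then NCS for 30 min at 37C. Lysates were then assayed for phospho-KAP-1 by AlphaLISA (anti-pKAP1 donor, anti-KAP1 acceptor beads), 6 hr at 25C.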
# PTAP TSG101 blk: qHTS Assay for Iinhibitors of HIV-1 Budding by Blocking the Interaction of PTAP/TSG101; 340,000 tested, under 10 active; Tumor susceptibility gene 101 protein (Homo sapiens), Q99816; Fluorescence polarization, FITC-PTAP peptide / Tsg101 binding; Potency, µM (doses to about 115 µM), for the others: top-dose activity change, negative = inhibition, most hits filed as inhibitors; active = well fitted inhibition curve with a large enough effect in the main read-out, with a control signal flat, not every such curve was filed as active; inconclusive = small, poorly fitted or top-dose-only effect, or effect the other way, or a change in a side signal; inactive = no such curve, though single readings can be large or run the other way; note: potency is the fitted concentration of half-maximal effect; % of control where 0% means no effect
#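 Tsg101 binding domain (10 uM final) was mixed with compound and a FITC-labeled PTAP peptide (50 nM final) in HEPES pH 7.5 buffer with NaCl, Tween 20, EDTA and TCEP; fluorescence polarization was read after 20 min at r.t.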
# Mito fusion act: qHTS Assay for Small Molecule Inhibitors of Mitochondrial Division or Activators of Mitochondrial Fusion. Potency, µM (titrated, usually from 46.1 µM), for inactives: at the highest dose growth rescue (activation), actives largely listed as activators. hit rate 0.23% among 320,000. S. cerevisiae fusion-defective mutant growth rescue, CellTiterGlo 48 h;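 note: potency is the fitted concentration of half-maximal effect; % of control where 0% means no effect; nearly all actives have a fitted effect of over 45% in size; temperature-sensitive fusion mutants such as fzo1-1 at 37 °C on non-fermentable ethanol glycerol medium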
#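 Compounds are tested for their ability to restore growth of mitochondrial fusion-defective yeast strains at non-permissive 37C in YPEG medium over 48 hours. Viability is quantified by luciferase luminescence.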
# TSHR antag: Antagonists of the Thyroid Stimulating Hormone Receptor: HTS campaign; Thyrotropin receptor (Homo sapiens), P16473; TSHR-expressing cells, TSH-stimulated cAMP HTRF, 2 h; stronger effect = lower value; activity change, negative = inhibition, % at 11.5 µM; hit rate 0.2% among 330,000; AID 504810, 2011;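 active = activity change below a set negative limit, meaning inhibition stronger than a set level, cut at about -70% in these data; inconclusive = activity change between two set negative limits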; note: % is set by controls: 0 for no effect and ±100 for the full control effect
#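 TSHR-expressing cells were treated with compounds, then stimulated with TSH at EC80 (4nM final) for 2 hours at 37 deg C. Cellular cAMP was measured by HTRF competition between lysate cAMP and cAMP-d2 for a cryptate-labelled anti-cAMP antibody.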
# An asterisk follows results filed as active; ? = inconclusive; . = no result given; [ ] = remark or other dose. Unless noted, calls come from the whole dose curve; as a rule, active = well fitted curve in the direction sought with a large enough effect; inconclusive = small, poorly fitted or top-dose-only effect, or another doubt; inactive = no such curve, though single readings can be large; an effect the other way counts as inactive or inconclusive. Some of the compounds tested; the hit share may differ from the screen's.
SMILES,ASM inhibitor,Menin-MLL TR inh,CXXC DNA block,Integrin act MD,TCR act,MBNL1 CUG block,AT treatment,PTAP TSG101 blk,Mito fusion act,TSHR antag
CCCCOc1ccc(C(=O)N/C(=C\c2ccc(OC)cc2)C(=O)OCc2ccco2)cc1,-12%,-21%,12%,-18%,-35%,-4%,-4%,0%,3%,-4
Cc1ccccc1CSc1nnc(CCCCCNC(=O)OC(C)(C)C)o1,-1%,.,23%,18%,-1%,-3%,9%,-2%,9%,-11
CCN1CCN(C(=O)c2cc3c(=O)n(C)c4ccccc4c3n2C)CC1,0%,-2%,-4%,26%,-4%,2%,11%,-3%,-4%,1
CC(=O)Nc1cccc(OCCCNC(=O)c2ccc(F)cc2)c1,0%,.,-3%,?,-16%,.,-6%,-1%,-6%,16
COc1ccc(N2CC(C(=O)Nc3ccncc3)CC2=O)cc1 (centres undefined),3%,-10%,-1%,17%,-3%,-1%,3%,1%,-3%,3
NC(=O)C1(N2CCCCC2)CCN(S(=O)(=O)c2ccccc2)CC1,-1%,.,.,11%,-4%,.,.,-1%,.,.
Cc1ccc(-c2nnc(N3CCN(C(=O)c4cccs4)CC3)c3ccccc23)cc1,-3%,.,22%,11%,-6%,.,0%,1%,11%,0
O=C(CSc1cccc[n+]1[O-])c1ccc(Cl)cc1,1%,-6%,-2%,19%,-9%,-7%,-11%,-4%,0%,-3
CS(=O)(=O)c1ccc(C(=O)OCC(=O)c2ccc(Cl)s2)cc1,-2%,.,.,-5%,2%,.,-6%,1%,-6%,8
O=C(CN1C(=O)C(=O)N(C2CCCC2)C1=O)Nc1cc(Cl)ccc1[N+](=O)[O-],-8%,.,.,19%,1%,.,-6%,-7%,.,1
CC(=O)Nc1sc(C)c(C)c1C(=O)OCC(=O)NCc1ccc(F)cc1,0%,.,.,-6%,-5%,.,11%,-4%,-1%,2
O=C(CN1CCCC1)NC1C2CC3CC(C2)CC1C3 (centres undefined),1%,-17%,-5%,-3%,2%,4%,-1%,-4%,-3%,4
CCOC(=O)C1=C(C)N(C)C(C)=C(C(=O)OCC)C1c1ccccc1,16%,-5%,0%,?,1%[46.1 µM],-10%,-2%,-5%,4%,-18
CCN1C(=O)c2cccc3c(S(=O)(=O)N(C(=O)c4ccncc4)c4ccc(OC)cc4)ccc1c23,194%[activator],-10%,8%,6%,-1%[46.1 µM],?,18%,-3%,29%,-13
O=C(Cc1cccc2ccccc12)Nc1ccc(O)cc1C(=O)O,1%,36%[activator],-7%,28%,5%,-1%,3%,1%,2%,-1
CC1(C)CC(=O)C2=C(C1)OC(N)=C(C#N)C2c1cc2c(cc1[N+](=O)[O-])OCO2 (centres undefined),36%[activator],0%,-4%,-1%,0%[46.1 µM],11%,9%,?,-4%,-6
CC(=O)Nc1cc2c(cc1NC(=O)Cn1nc(-c3ccccc3F)ccc1=O)OCCO2,0%,2%,4%,10%[7.66 µM],-4%,5%,-9%,-3%,-5%,2
COc1ccc2cc(C)c3nnc(SCc4cccnc4)n3c2c1,2%,-13%,0%,-18%,.,-5%,-32%,-8%,3%,-1
COc1ccc(N(CC(=O)NC2CCCC2)C(=O)Cn2nnc(-c3ccc(C)cc3)n2)cc1OC,-3%,?,8%,-15%,.,2%,-6%,.,2%,0
CN(CCOc1ccc(Br)cc1)C(=O)CNC(=O)c1ccc2ccccc2c1,-23%,24%,7%,-14%,9%,1%,-1%,-3%,?,27
COc1ccc(N2CC(C(=O)N[C@@H](C)C(=O)NC(C)c3ccccc3)CC2=O)cc1 (some centres undefined),-1%,7%,2%,20%,4%,-2%,-3%,-5%,-4%,2
CCN1CCC2(CC1)C(C#N)=C(N)Oc1c2sc2nc(C)cc(C)c12,38%,?,4%,-5%,-6%,?,-6%,-5%,-3%,22
COCCSc1nnc(NS(=O)(=O)Cc2ccccc2)s1,1%,-7%,-2%,-12%,1%,2%,-6%,-2%,-7%,2
COc1ccc(-c2csc3nc(-c4ccccc4F)oc(=O)c23)cc1OC,-5%,?,15%,-51%[inhibitor],.,25%,-4%,-3%,0%,-4
O=C(CCc1ccc(S(=O)(=O)NCc2ccccc2)cc1)NCC1CCCO1 (centres undefined),8%,1%,-1%,10%,-8%[46.1 µM],.,-3%,1%,-1%,9
# More structures follow:
SMILES,ASM inhibitor,Menin-MLL TR inh,CXXC DNA block,Integrin act MD,TCR act,MBNL1 CUG block,AT treatment,PTAP TSG101 blk,Mito fusion act,TSHR antag
O=C(NC1CCCCC1)c1cc(N2C(=O)CCC2=O)ccc1Cl,-1%,23%,-3%,0%,4%,2%,-4%,-3%,-9%,-15
COc1ccc(OC)c(CNC(=O)c2ccc(C)c(NC(=O)C3=C(C)OCCS3)c2)c1,7%,.,16%,-10%,1%,1%,-3%,-2%,-2%,-6
CCC(=O)Oc1ccc(-c2cnc3ccccc3n2)cc1,-7%,20%,55%[activator],33%,1%,?,-2%,2%,6%,5
N#CC1=C(N)OC2=C(CC/C2=C\c2ccc(F)cc2)C1c1ccc(F)cc1 (centres undefined),.,5%,12%,.,-3%[46.1 µM],0%,5%,.,?,-12
COCCCn1c(SCC(=O)Nc2nnc(C)s2)nnc1-c1ccoc1C,-2%,-5%[11.7 µM],-1%,-3%,-3%,6%,9%,-6%,-2%,-14
CCOc1cc(N2CCOCC2)c(OCC)cc1NC(=O)COC(=O)c1cc2ccccc2cc1O,-6%,-1%,-1%,-18%,5%[46.1 µM],-5%,3%,0%,-6%,-9
COc1cc(NC(=O)COC(=O)CC2CC3CCC2C3)cc(OC)c1 (centres undefined),-4%,.,.,7%,-1%[46.1 µM],.,-1%,-1%,.,-2
COc1ccc(CNC(=O)c2ccc(Br)s2)cc1OC,-1%,11%,?,-7%,-2%,7%,10%,-2%,-1%,1
O=C(CN1C(=O)c2ccccc2C1=O)N1CCCCC1,0%,1%,-3%,-18%,-44%,22%,5%,-4%,3%,5
CCCOc1ccc(C2C(C(=O)c3cc4ccccc4o3)=C(O)C(=O)N2c2cc(C)on2)cc1 (centres undefined),7%,?,1%,20%,-6%,34%[activator],-3%,-13%,7%,-23
Cc1ccc(NC(=O)C2CCN(S(=O)(=O)c3cc([N+](=O)[O-])ccc3Cl)CC2)nc1,0%,.,.,-52%[inhibitor],.,.,-4%,-3%,.,-27
COc1cc(/C=N/OCC(=O)NC2CCS(=O)(=O)C2)ccc1OC(F)F (centres undefined),1%,9%,2%,?,0%,2%,3%,0%,-19%,6
CN(C)S(=O)(=O)c1ccc(C(=O)Oc2ccccc2)cc1,0%,-6%,15%,7%,2%,8%,5%,-7%,0%,24
N#CC1=C(SCc2ccccc2)NC(=O)CC1c1ccccc1 (centres undefined),-1%,-6%,-12%,27%,0%[46.1 µM],-1%,-2%,1%,15%,8
CC1(C)SC2c3ccccc3C(=O)N2C1C(=O)O (centres undefined),7%,.,.,20%,15%,.,.,-4%,.,.
CCOC(=O)c1cccc(NC(=O)CCc2nnc3ccc(N4CCCCC4)nn23)c1,5%,-2%,-1%,15%,2%,?,5%,-6%,1%,-10
Cc1cc(C)c(NC(=O)C2C3/C=C\CCCCC32)c(C)c1 (centres undefined),-1%,?,16%,6%,.,-3%,4%,0%,-1%,11
COC(=O)c1ccc(C2NC(=O)c3c(sc(C)c3C)N2)cc1 (centres undefined),66%[activator],.,1%,-39%,5%,.,7%,2%,-2%,-5
Cc1noc(N)c1C(=O)Nc1ccccc1F,0%,16%,-5%,2%,0%,-14%,-11%,-1%,3%,-1
COc1ccc(OC)c(N(CC(=O)Nc2cccnc2)S(=O)(=O)c2ccccc2)c1,2%,-4%,10%,-1%,-5%,-1%,5%,-4%,0%,17
C/C(=N\N1CCN(Cc2ccc(C)cc2)CC1)c1ccco1,7%,3%,9%,2%,0%[46.1 µM],-7%[11.5 µM],0%,-4%,-26%,6
